From PubChem BioAssay
USP1 inh: inhibitors of human USP1/UAF1 deubiquitinase; O94782; recombinant USP1/UAF1, Ub-Rhodamine cleavage fluorescence; Potency, µM (top dose mostly 57.1 µM), for inactives: top-dose activity change, negative = inhibition, most hits filed as inhibitors; 0.23% of 390,000 active; AID 743255; further: potency means the concentration at half of the fitted maximal effect; on the % scale 0 is the no-effect control and ±100 the full control effect; nearly all actives have a fitted effect of over 60% in size; inactives centre near -12
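1 nM enzyme complex + cpd, 15 min RT; start with Ub-Rho 150nM final; kinetic fluorescence ex 480/em 540, 6 reads q60 s. Buffer 50mM HEPES pH 7.8, 0.5mM EDTA, 0.1 mg/ml BSA, 1mM TCEP, 0.01% Tween-20.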
IDH1 R132H inh: human IDH1 R132H inhibition | O75874 | IDH1-R132H enzyme, NADPH consumption, diaphorase/resazurin fluorescence | Potency, µM (highest dose often 76.6 µM), for inactives: at the highest dose activity change, negative = inhibition, most hits filed as inhibitors | 0.093% of 390,000 active | AID 602179; further: potency means the concentration at half of the fitted maximal effect; on the % scale 0 is the no-effect control and ±100 the full control effect; nearly all actives have a fitted effect of over 65% in size
Target sequence (O75874 whole entry R132H, stated change not applied): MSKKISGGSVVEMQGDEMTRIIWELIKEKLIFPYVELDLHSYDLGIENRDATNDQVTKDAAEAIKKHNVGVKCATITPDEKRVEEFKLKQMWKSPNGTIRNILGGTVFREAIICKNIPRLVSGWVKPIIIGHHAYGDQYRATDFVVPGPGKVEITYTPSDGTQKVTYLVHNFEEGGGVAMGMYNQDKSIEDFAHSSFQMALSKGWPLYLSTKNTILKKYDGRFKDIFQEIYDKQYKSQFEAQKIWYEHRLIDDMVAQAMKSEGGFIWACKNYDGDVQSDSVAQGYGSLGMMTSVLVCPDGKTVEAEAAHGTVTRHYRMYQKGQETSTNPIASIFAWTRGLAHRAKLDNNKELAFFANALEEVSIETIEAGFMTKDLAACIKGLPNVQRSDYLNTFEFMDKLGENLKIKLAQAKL
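IDH1-R132H (0.5 ug/mL) preincubated 30 min with compound, then NADPH (0.016 mM) and alpha-KG (2 mM) added; 80 min at RT, pH 7.5. Remaining NADPH coupled via diaphorase/resazurin to fluorescence (540/590 nm); concentration-response curves normalized to no-enzyme control.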
D2 antag: antagonists of human D2 dopamine receptor | P14416 | HEK293 TREx D2 cells, calcium flux, dopamine EC80 | inhibition, % at 10 µM | 2% of 340,000 active; in the data active means inhibition above about 30%; further: 0% is about no effect
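HEK293 T-REx D2 cells, tet-induced, calcium dye no-wash. Cpd pintool add, 180 s kinetic, then EC80 DA, 180 s kinetic. Ca flux read.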
Pin1 inhibitor: inhibitors of human Pin1; Q13526; Pin1 FP peptide displacement, HiFluor488, 10 min; Potency, µM (highest dose often 115 µM), without a hit: top-dose activity, negative = inhibition, most hits filed as inhibitors; 0.009% of 390,000 active; active means well fitted inhibition curve with a large enough effect in the polarisation, with a control signal flat, not every such curve was filed as active; inconclusive means small, poorly fitted or top-dose-only effect, or effect the other way, or a change in a side signal; inactive means no such curve, though single readings can be large or run the other way; the % refers to the polarisation; further: potency means the concentration at half of the fitted maximal effect; on the % scale 0 is the no-effect control and ±100 the full control effect
Target sequence (Q13526 whole entry, looked up): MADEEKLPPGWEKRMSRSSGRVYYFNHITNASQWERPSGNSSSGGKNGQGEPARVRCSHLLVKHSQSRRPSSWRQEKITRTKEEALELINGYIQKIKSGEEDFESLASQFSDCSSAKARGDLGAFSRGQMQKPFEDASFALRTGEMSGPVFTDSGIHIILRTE
TRHR PAM: allosteric enhancers of human TRH receptor. P34981. TRHR cells, fluo-8 calcium fluorescence, EC20 TRH enhancement. AID 493056. 0.66% of 360,000 active. enhancement, % at 2 µM; in the data active means enhancement above about 30%; further: 0% is about no effect
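TRHR-expressing cells loaded with fluo-8 calcium dye were read kinetically (ex 480/em 530) during compound addition, then stimulated with an EC20 of TRH (10 nM final). Enhancement of the Gq-mediated intracellular calcium response was scored.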
TrxR1 substrate: rat thioredoxin reductase 1 substrate activity. Potency, µM (titrated, usually from 114 µM), for inactives: top-dose activity change, negative = substrate turnover. 0.01% of 390,000 active. AID 588456. purified TrxR1 substrate turnover, NADPH consumption readout; further: potency means the concentration at half of the fitted maximal effect; on the % scale 0 is the no-effect control and ±100 the full control effect; nearly all actives have a fitted effect of over 50% in size
Target sequence (O89049 whole entry, looked up): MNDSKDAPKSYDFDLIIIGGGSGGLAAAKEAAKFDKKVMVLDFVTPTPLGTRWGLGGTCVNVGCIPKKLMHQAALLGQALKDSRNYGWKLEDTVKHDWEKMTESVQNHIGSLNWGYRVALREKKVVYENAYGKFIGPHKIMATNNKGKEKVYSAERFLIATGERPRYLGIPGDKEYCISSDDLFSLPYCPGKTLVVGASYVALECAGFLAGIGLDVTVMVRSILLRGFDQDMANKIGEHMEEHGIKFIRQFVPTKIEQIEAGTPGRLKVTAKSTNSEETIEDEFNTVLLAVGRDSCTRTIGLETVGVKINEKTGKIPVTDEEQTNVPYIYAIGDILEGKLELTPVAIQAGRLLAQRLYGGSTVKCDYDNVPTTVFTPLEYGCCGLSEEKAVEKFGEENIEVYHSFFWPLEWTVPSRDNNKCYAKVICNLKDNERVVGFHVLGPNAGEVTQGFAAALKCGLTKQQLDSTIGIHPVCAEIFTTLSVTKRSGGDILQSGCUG
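Rat TrxR1, dispensed at 90 nM, was prereduced with 400 uM NADPH (final) for 5 min at ~22 deg C, then incubated with compound 15 min before 400 uM selenite. A first-read NADPH fluorescence drop versus no-compound background flagged substrates.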
D2 ag: agonists of human D2 dopamine receptor; HEK293 T-REx D2 cells, calcium flux agonist mode; activation, % at 2 µM; AID 485358; P14416; 0.53% of 340,000 active;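 active means activation over 3 SD above normal in the single-dose calcium agonist read, cut at about 30% in these data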; further: 0% is about no effect
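Calcium-flux readout, 1 cycle/sec over 180 s following compound pin transfer, in inducible HEK293 Trex D2 cells (force-coupled); dopamine controls included. Positive calcium responses during this window marked compounds as potential agonists.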
TRHR ag: agonists of human TRH receptor | activation, % at 2 µM | 0.18% of 360,000 active | TRHR cells, calcium flux fluo-8, FDSS agonist mode | P34981; in the data active means activation above about 30%; further: 0% is about no effect
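Steps: seed TRHR cells overnight; add fluo-8 no-wash Ca dye, RT 30 min–1.5 h; record 10 s baseline; pin-transfer compounds; monitor fluorescence 1 cycle/s for the agonist window. Calcium increases flag candidate agonists.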
rTrxR1 inhibitor: rat TrxR1 inhibition. O89049. recombinant rTrxR1, NADPH fluorescence consumption, selenite substrate. 1% of 390,000 active. Potency, µM (titrated, usually from 114 µM), inactives show at the highest dose activity change, negative = inhibition, hits mostly inhibitors; further: potency means the concentration at half of the fitted maximal effect; on the % scale 0 is the no-effect control and ±100 the full control effect; nearly all actives have a fitted effect of over 65% in size
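Rat TrxR1 (90 nM in the dispensed reagent) was pre-reduced with 400 uM NADPH for 5 min at room temperature, then incubated with compound for 15 min. After 400 uM selenite was added, NADPH fluorescence (Ex 340/Em 450 nm) was followed for 8 min.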
Active calls of the source: *; ? = inconclusive; / = no result given; [ ] = another dose, or the depositor's remark. Unless noted, the call rests on the fitted dose curve; in most records, active means well fitted inhibition curve with a large enough effect; inconclusive means small, poorly fitted or top-dose-only effect; inactive means no such curve, though single readings can be large or run the other way. A portion of the library (hit frequency here may not be typical).

SMILES | USP1 inh | IDH1 R132H inh | D2 antag | Pin1 inhibitor | TRHR PAM | TrxR1 substrate | D2 ag | TRHR ag | rTrxR1 inhibitor
COc1ccccc1N1CCN(S(=O)(=O)c2ccc3c(c2)NC(=O)C(C)S3)CC1 (stereo not given) | -15% | 1% | -27 | 2% | -2 | -2% | -1.6 | 0.1 | 4%
CN(Cc1ccccc1)C(=O)COc1ccc(C(C)(C)C)cc1 | -8% | 7% | 6 | 3% | 3 | -3% | -1.0 | 0.5 | 3%
O=C(NCCCN1CCOCC1)c1cc2nc(-c3ccco3)cc(C(F)(F)F)n2n1 | 2% | 7% | -2 | -9% | 11 | 40% | 1.5 | 1.2 | -24%[57.1 µM]
COc1ccc(/C=N/N2C(=O)C3C4C=CC(C4)C3C2=O)cc1[N+](=O)[O-] (stereo not given) | ? | 5% | -4 | -7% | -2 | 3%[57.1 µM] | 0.5 | 0.0 | 6%[57.1 µM]
COc1ccc(C2c3ccc4ccccc4c3Oc3ncn(CCO)c(=N)c32)cc1 (stereo not given) | -15% | -9% | -2 | -8% | -5 | -3% | -0.3 | 2.5 | 12%
COc1ccc2nc(Nc3nc(C)c(CCC(C)C)c(=O)[nH]3)nc(C)c2c1 | 1% | 1% | 3 | 2% | -7 | -6% | -0.5 | -0.7 | -7%
O=C(Nc1nnc(C2CC2)s1)c1cc(S(=O)(=O)N2CCCCC2)ccc1N1CCOCC1 | -24% | -6% | -7 | 0% | 2 | -3% | -0.2 | -0.6 | 17%
C/C(=N/NC(=O)c1ccc2c(c1)OCO2)c1ccc(Br)s1 | -21% | 7% | -9 | 19% | -8 | -2% | -0.7 | -0.9 | 12%
CCN1C[C@@H]2[C@@H]3C(=O)N(Cc4ccccc4)C(=O)[C@@H]3[C@](C)(C1=O)N2C(=O)c1ccc(Cl)cc1 | -15% | 6% | / | -1% | / | 11%[57.1 µM] | / | / | 12%
COc1ccc(C)cc1NC(=O)Nc1cccc(-c2noc(C)n2)c1 | ? | 6% | / | 9% | 14 | 3%[57.1 µM] | 0.7 | -0.2 | 14%[57.1 µM]
CC(C)(/C=N/O)/[N+]([O-])=C/c1ccco1 | -6% | 1% | 1 | -6% | 3 | 6%[57.1 µM] | -1.2 | 0.2 | -11%
CCCSc1nc2sc3c(c2c(=O)[nH]1)CCN(Cc1ccccc1)C3 | ? | 0% | 16 | ? | -5 | 46%[activator][57.1 µM] | 4.9 | 8.7 | 0%[57.1 µM]
CCCn1c(SCC(=O)N2CCN(c3ccccc3)CC2)nc2ccccc2c1=O | -21% | -1% | 3 | 0% | 3 | -6% | -1.8 | -0.1 | -3%
COc1ccc2nc3sc(C(=O)NCCc4ccc(Cl)cc4)cc3cc2c1 | -5% | -6% | / | 3% | -3 | 9% | 0.7 | 0.9 | 20%
O=C(N/N=C/c1ccc(F)cc1)c1cc(-c2ccccn2)nc2ccccc12 | -20% | 4% | -11 | 5% | -5 | -2% | 0.9 | 0.6 | -5%
Cc1ccc(NC(=O)CN2C(=O)NC(C)(CC(C)C)C2=O)cc1F (stereo not given) | -24% | 0% | / | -3% | / | -8% | / | / | 2%
Cc1cc(C)cc(N2C(=O)N(Cc3cccc(F)c3)c3ccccc3S2(=O)=O)c1 | -29% | 16% | / | ? | -1 | 0%[57.1 µM] | -1.9 | 0.4 | 12%[57.1 µM]
O=C(Nc1ccccc1C(F)(F)F)N1CCOc2ccc(Cl)cc21 | -4% | 1% | / | 3% | 15 | -4% | -0.2 | 0.4 | 13%
CC1CN(c2oc(-c3ccccc3Cl)nc2C#N)CC(C)O1 (stereo not given) | -1% | -1% | -8 | -3% | 9 | 20%[57.1 µM] | -0.5 | 0.3 | 32%[activator][57.1 µM]
CN(C)c1ccc(NC(=O)COC(=O)c2cc(Cl)ccc2[N+](=O)[O-])cc1 | -2% | 5% | 12 | -4% | 5 | -4% | -1.0 | -1.1 | 10%
CCCOc1ccc(C(CC(=O)O)NC(=O)C(c2ccccc2)c2ccccc2)cc1 (stereo not given) | -6% | 2% | 5 | -1% | -2 | -12% | 0.6 | -0.2 | -4%
O=C(CN1C(=O)NC2(CCCC2)C1=O)NNC(=O)c1ccc(Cl)cc1 | -5% | 4% | 29 | 2% | 10 | 4% | 0.3 | 0.2 | 20%
COC(=O)c1sc(=S)n(-c2ccccc2)c1N | -13% | 2% | -1 | -2% | -2 | -1% | 0.4 | 0.2 | -6%
O=C(NCCO)c1cc(-c2cc(C(=O)NCCO)c3ccccc3n2)nc2ccccc12 | -3% | 9% | 5 | 7% | 12 | 8%[57.1 µM] | -0.5 | -1.0 | 2%[57.1 µM]

Single records, from the list above. Screens in order: USP1 inh	IDH1 R132H inh	D2 antag	Pin1 inhibitor	TRHR PAM	TrxR1 substrate	D2 ag	TRHR ag	rTrxR1 inhibitor
O=C(Nc1ccccc1C(F)(F)F)N1CCOc2ccc(Cl)cc21 in the list: -4%	1%	/	3%	15	-4%	-0.2	0.4	13%
O=C(N/N=C/c1ccc(F)cc1)c1cc(-c2ccccn2)nc2ccccc12 in the list: -20%	4%	-11	5%	-5	-2%	0.9	0.6	-5%

More entries:
SMILES | USP1 inh | IDH1 R132H inh | D2 antag | Pin1 inhibitor | TRHR PAM | TrxR1 substrate | D2 ag | TRHR ag | rTrxR1 inhibitor
COc1cc(C2C(C(C)=O)=C(O)C(=O)N2Cc2ccccc2)ccc1O (stereo not given) | -21% | 0% | -3 | -5% | 6 | -2% | -0.9 | -0.3 | -8%
CC(C)c1nc(Cl)c(C#N)c2c1CSC(C)(C)C2 | -10% | 2% | 10 | 0% | -6 | -3% | 0.7 | 0.3 | -4%[57.1 µM]
O=C(NCc1noc2ccccc12)Nc1ccc(F)cc1F | -16% | 27% | / | ? | -7 | -2%[57.1 µM] | / | 0.4 | -1%[57.1 µM]
CN1CCN(c2nc3c(c(=O)n(C)c(=O)n3C)n2CCSc2nnnn2-c2ccccc2)CC1 | -6% | 8% | / | -7% | -1 | 2% | / | 0.0 | 23%
CC(C)c1ccc(S(=O)(=O)N2CCN(CC(=O)Nc3ccccc3C(F)(F)F)CC2)cc1 | ? | 10% | / | 5% | 0 | 3%[57.1 µM] | 1.1 | 0.0 | 12%[57.1 µM]
O=C(NCc1cc(C(F)(F)F)cc(C(F)(F)F)c1)C1CC(c2c(Cl)cccc2Cl)=NO1 (stereo not given) | ? | 11% | -1 | 2% | -22 | -8% | -0.5 | 0.7 | 21%
O=C(Cc1cccc(C(F)(F)F)c1)N1CCCC1 | -12% | 9% | 0 | ? | -5 | 9% | -0.7 | 0.6 | 16%
COc1ccc(C(CCNCc2ccc(F)cc2)c2ccc(F)cc2)cc1 (stereo not given) | 1% | 1% | -4 | 2% | 1 | -6% | 4.3 | 5.2 | -4%
O=C(O)C1CCC(C(=O)O)O1 (stereo not given) | -18% | -4% | / | 1% | / | -3%[2.29 µM] | / | / | -63%[57.1 µM]
C/C(CC(=O)NCc1ccc(Cl)cc1)=N\NC(=O)COc1ccc(C)cc1Br | -8% | 4% | -2 | -2% | -3 | -5% | -0.2 | -0.1 | 6%
O=C1NC(=Nc2cccc(Cl)c2)SC1Cc1cccc(Cl)c1Cl (stereo not given) | 4% | 5% | 18 | 10% | -4 | 8% | 0.3 | 0.3 | 22%
COc1ccccc1NC(=O)Nc1cccc(C)n1 | -19% | 14% | -13 | 2% | 7 | -1% | -0.4 | -1.1 | 12%
CCOC(=O)NC(=O)/C(C#N)=C(/C)N(C)C | -25% | -6% | 6 | -5% | 0 | 3% | -0.7 | 0.4 | 15%
CCOC(=O)c1c(NC(=O)C2CC(Cl)=CCC2C(=O)O)sc2c1CC(C)(C)OC2 (stereo not given) | ? | -4% | / | 2% | 1 | 6%[57.1 µM] | / | -1.0 | 12%[57.1 µM]
O=C(CSc1ccccn1)N1CCCC(Nc2ccc(F)c(F)c2)C1 (stereo not given) | -15% | 9% | / | -6% | 8 | -5% | / | 0.0 | -3%
CC(=O)c1ccc(NC(=O)C2CCCN2S(=O)(=O)c2ccc(C)cc2)cc1 (stereo not given) | -5% | 1% | 5 | 4% | 2 | 1% | 0.1 | 0.5 | 16%
Cc1ccc(O)c(N=Nc2nccs2)c1 | -28% | 1% | -11 | -5% | -3 | -8% | 5.3 | 0.3 | 15%
CSC1=NSC2=NC(=O)/C(=C\c3ccc(OC(=O)c4ccco4)cc3)C(=N)N12 | -17% | -7% | 12 | 30%[activator] | 1 | 6%[57.1 µM] | 0.0 | 0.4 | -29%
CC(=O)Nc1nonc1-c1nnc(SCC(=O)Nc2cc(Cl)ccc2C)n1C | 0% | 0% | / | -12% | -7 | 29% | / | -0.1 | 21%
COC(=O)c1ccc(N2C(=O)c3cc(N4CCOCC4)c([N+](=O)[O-])cc3C2=O)cc1 | -5% | 0% | 17 | -7% | 3 | -3% | 0.7 | 0.8 | 4%
COc1ccc(C(=O)N2CCCC(CO)(Cc3ccccc3C)C2)o1 (stereo not given) | -6% | 6% | / | 6% | 1 | 0% | / | 0.2 | 50µM*
CC1CCN(C(=O)CN2C(=O)C(=O)N(C)C2=O)c2ccccc2S1 (stereo not given) | -15% | -12% | 44* | -9% | -3 | -3% | 1.3 | 0.1 | 15%
Cn1cccc1/C=N\NC(=O)Cc1ccc(Br)c2ccccc12 | -2% | 6% | -11 | 0% | 0 | -3% | 0.5 | 0.5 | 7%
CCc1nc2ccccc2n(CCOCCOCCn2c(=O)c(CC)nc3ccccc32)c1=O | -12% | 3% | 5 | 1% | 3 | 10%[57.1 µM] | -0.2 | -0.5 | 7%[57.1 µM]
COc1ccccc1NC(=O)Oc1ccc(NC(=O)c2ccco2)cc1 | -11% | 1% | 6 | 7% | -2 | 3% | 0.0 | 0.2 | ?
COC1=CC(=O)OC(c2ccc(OC)cc2)C1 (stereo not given) | ? | 0% | / | -11% | / | 4% | / | / | 9%
COC(=O)c1c(C)oc2c1cc(NS(=O)(=O)c1ccc(C(=O)O)cc1)c1ccccc12 | ? | 11% | -6 | ? | -2 | -10% | 0.8 | -0.7 | ?
